# Bioassay records (PubChem)
# Rpn11 inh: Rpn11 (human) deubiquitinase inhibition; calls only at 20 µM; human 26S proteasome, Ub4-pepOG fluorescence polarization; 20S core pre-blocked with epoxomicin; AID 588493; actives 0.59% (n = 360,000);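 active = inhibition at 20 µM, scaled to each plate's controls, above about 33%, limit read from the data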
# DNMT1 block: inhibitors of human DNMT1; inhibition (reported as % activation of signal), % at 10 µM; DNMT1 molecular beacon, Hinp1I cleavage, fluorescence; actives 0.83% (n = 360,000); AID 588458; in the data active = inhibition above about 50%
# LMPTP inh: LMPTP (human) inhibition; P24666; recombinant LMPTP-A, OMFP fluorogenic substrate, fluorescence intensity; inhibition, % at 20 µM; actives 0.22% (n = 360,000); AID 651560;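 active = compounds that cut the enzyme signal by at least half of the control window in the single-dose screen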;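 also: plate controls were DMSO wells with enzyme plus substrate for no effect and substrate without enzyme for full effect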
# Target sequence (P24666 whole entry, looked up): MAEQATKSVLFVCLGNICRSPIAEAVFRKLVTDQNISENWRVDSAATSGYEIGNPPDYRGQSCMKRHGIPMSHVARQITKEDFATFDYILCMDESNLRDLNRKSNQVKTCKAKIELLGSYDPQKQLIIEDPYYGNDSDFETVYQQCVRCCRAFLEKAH
#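 material = LMPTP-A | quantity = 0.625 nM enzyme | reagent = OMFP substrate, 400 µM final | buffer or medium = Bis-Tris pH 6.0, DTT, detergent | detection = endpoint fluorescence intensity from OMFP dephosphorylation | dosing = single 20 µM dose | read-out basis = % inhibition relative to no-enzyme and uninhibited control wells | control set = no-enzyme and uninhibited controls | timing = 50 min at room temperature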
# NadD inh: blocks S. aureus nicotinate mononucleotide adenylyltransferase | actives 0.78% (n = 360,000) | inhibition, % at 20 µM | purified NadD enzyme, colorimetric absorbance read-out; in the data active = inhibition above about 26%; also: some compounds past the cut are filed as inactive
# STEP inh: blocks human striatal-enriched tyrosine phosphatase; AID 588621; actives 0.25% (n = 360,000); recombinant STEP, OMFP fluorogenic substrate, fluorescence; inhibition, % at 20 µM; P54829;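 active = inhibition at 20 µM, scaled per plate between control wells, above about 37%, limit read from the data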;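 also: 0% = DMSO with enzyme and substrate and 100% = substrate only without enzyme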
# Target sequence (P54829 whole entry, looked up): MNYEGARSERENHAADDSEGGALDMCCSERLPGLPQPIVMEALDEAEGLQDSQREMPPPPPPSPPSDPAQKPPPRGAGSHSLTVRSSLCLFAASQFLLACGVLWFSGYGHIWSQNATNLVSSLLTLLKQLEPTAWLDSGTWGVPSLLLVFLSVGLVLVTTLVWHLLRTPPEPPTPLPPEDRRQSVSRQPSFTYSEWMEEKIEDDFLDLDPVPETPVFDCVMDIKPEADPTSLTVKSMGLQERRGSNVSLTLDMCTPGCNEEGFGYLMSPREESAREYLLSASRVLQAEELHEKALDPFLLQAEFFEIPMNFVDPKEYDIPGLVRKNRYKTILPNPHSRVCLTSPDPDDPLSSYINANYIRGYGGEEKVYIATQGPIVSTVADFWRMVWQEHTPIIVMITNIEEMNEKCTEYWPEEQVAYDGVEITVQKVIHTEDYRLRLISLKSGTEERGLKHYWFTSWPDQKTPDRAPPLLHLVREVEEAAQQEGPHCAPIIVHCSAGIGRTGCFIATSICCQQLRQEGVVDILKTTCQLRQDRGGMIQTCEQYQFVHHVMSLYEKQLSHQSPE
#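 Test system: STEP tyrosine phosphatase / Reagent: OMFP at 25 µM / Doses: 20 µM, 1% DMSO / Read-out: percent inhibition scaled to no-enzyme and uninhibited-enzyme controls, plate-pattern corrected / Detection: FITC-channel fluorescence of OMFP product / Medium: Bis-Tris buffer pH 6.0, 2.5 mM DTT, 0.005% Tween 20 / Schedule: 20 min at room temperature, dark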
# MsrA inh: inhibits bovine methionine sulfoxide reductase A | actives 0.75% (n = 360,000) | purified bovine MsrA, absorbance read-out | AID 651718 | inhibition, % at 15.5 µM; in the data active = inhibition above about 4.5%;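 also: 0% = vehicle wells with enzyme and 100% = reference inhibitor wells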
# CSN inh: inhibitors of human CSN-mediated cullin deneddylation. AID 651999. inhibition, % at 12.5 µM. Q92905. actives 0.38% (n = 360,000). Purified CSN, SCF-Nedd8-OG deneddylation, fluorescence polarization;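 active = pattern-corrected inhibition above about 35%, with an unprinted fluorescence ratio check between 0.5 and 1.5, limit read from the data, passing the limit was not always enough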;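 also: 0% = enzyme with substrate and 100% = substrate without enzyme; some results filed as inactive read as strong as hits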
#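 Detection – fluorescence polarization · System – HEK293T-derived human Csn5 enzyme · Controls – substrate-only high control, full reaction low control · Timing – 90 min, room temperature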
# TbMetRS inhib: blocks T. brucei methionyl-tRNA synthetase activity; AID 624268; purified T. brucei MetRS, ATP depletion, Kinase-Glo luminescence; inhibition, % at 11.9 µM; actives 0.4% (n = 360,000);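 active = inhibition above a per-plate cutoff of the control wells' mean inhibition plus 3 SD, cut at about 5.5% in these data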;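 also: 0% = DMSO wells median and 100% = median of wells with control inhibitor compound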
#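 Test system – parasite MetRS enzyme · Reagent – substrates ATP, L-methionine and bulk Escherichia coli tRNA · Doses – 11.9 µM compound single dose, 0.9% DMSO · Times – 15 min enzyme-compound preincubation, 2 h reaction, 10 min detection, 25 °C · Signal – Kinase-Glo luminescence, ATP depletion format · Controls – DMSO-only wells as low control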
# SUMO1 PPI mod: modulators of human SUMO1-mediated protein-protein interactions | P63165 | SUMO1 binding to a labelled peptide, TR-FRET, 1 h | inhibition, % at 20 µM | actives 0.33% (n = 360,000) | AID 602429; in the data active = inhibition above about 37%
# Target sequence (P63165 whole entry, looked up): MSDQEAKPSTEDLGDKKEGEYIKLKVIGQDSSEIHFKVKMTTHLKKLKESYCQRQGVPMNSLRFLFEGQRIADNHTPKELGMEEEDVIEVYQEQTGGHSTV
# Scp-1 inhibitor: Scp-1 (human) phosphatase inhibition; inhibition, % at 20 µM; actives 0.88% (n = 340,000); Q9GZU7; Recombinant Scp1, phosphopeptide, malachite green phosphate absorbance;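 active = inhibition above about 50% at 20 µM, limit read from the data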;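 also: plate controls were DMSO wells with enzyme for no effect and wells lacking enzyme for full effect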
# Target sequence (Q9GZU7 76-261 limits assumed): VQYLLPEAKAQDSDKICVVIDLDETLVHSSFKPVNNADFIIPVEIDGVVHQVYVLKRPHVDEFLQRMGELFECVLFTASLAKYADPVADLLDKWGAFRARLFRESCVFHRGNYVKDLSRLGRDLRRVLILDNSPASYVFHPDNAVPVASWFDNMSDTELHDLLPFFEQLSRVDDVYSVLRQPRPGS
#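 Material: truncated SCP-1 phosphatase (76-261aa) / Buffer or medium: 50 mM Tris acetate pH 5.5, 0.005% Tween-20, 10 mM MgCl2 / Compound dosing: one concentration, 20 µM, with 1.0% DMSO / Incubation: 45 min room-temperature reaction, 5 min colour, 30 min stabiliser / Detection: colorimetric free-phosphate detection, absorbance 630 nm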
# Starred values were filed as active, the others as inactive; i = inactive; · = no result given. No enrichment for hits; any-hit rate near 3.9%.
Rpn11 inh	DNMT1 block	LMPTP inh	NadD inh	STEP inh	MsrA inh	CSN inh	TbMetRS inhib	SUMO1 PPI mod	Scp-1 inhibitor	compound
i	5	-2.0	-5	-6	1.1	0	-0.1	0	-6	O=C(O)CN1CCN(Cc2ccccc2Cl)C1=O
i	-2	-1.7	7	0	-0.2	5	0.5	9	-5	CCOC(=O)N1CCN(C(=O)CN(C2CCCCC2)S(=O)(=O)c2ccc(F)cc2)CC1
i	0	-0.6	0	-4	0.0	-8	-0.8	2	0	CC(C(=O)NC1CCCc2ccccc21)N1CCN(c2ccc(F)cc2)CC1 (configuration not stated)
i	-1	-1.4	2	-1	0.6	-3	-0.2	1	-8	Cc1cccc(NC(=O)CSc2nnc(CNC(=O)c3ccco3)o2)c1C
i	-2	-1.5	0	3	2.0	2	-0.9	1	-1	CC(=O)c1cccc(N(CC(=O)N2CCCC2)S(C)(=O)=O)c1
i	-25	2.4	-9	0	-1.3	-3	-0.3	4	4	COC(=O)[C@@]12CCCN1[C@H](c1ccc(-c3ccc(Cl)c(Cl)c3)c(OC)c1)[C@H]1C(=O)N(C)C(=O)[C@H]12
i	1	0.3	-1	2	-0.4	1	-0.2	-2	-5	COc1ccc(NC(=O)CS(=O)c2ccccc2Cl)cc1 (configuration not stated)
i	-6	0.3	5	-1	1.2	2	0.1	-24	-3	COc1ccc(Cc2nnc(NS(=O)(=O)c3ccc([N+](=O)[O-])cc3)s2)cc1
i	4	-0.6	-5	2	1.4	2	0.5	0	-4	CCS(=O)(=O)N1CCN(C(=O)c2cccc(OC)c2)CC1
i	0	-1.9	0	0	0.0	3	-0.1	1	-8	COc1ccccc1CNC(=O)CNCC1CCCO1 (configuration not stated)
i	5	-1.2	-3	-2	0.4	0	1.7	3	0	O=C(CCc1nnc(C2CCCCC2)o1)NCc1ccc(F)c(F)c1
i	-1	-0.3	-4	4	0.4	-1	-0.3	19	-3	O=C(CSC1=NCCS1)Nc1ccc(S(=O)(=O)N2CCCCCC2)cc1

# Three entries picked at random from the list so far:
Rpn11 inh	DNMT1 block	LMPTP inh	NadD inh	STEP inh	MsrA inh	CSN inh	TbMetRS inhib	SUMO1 PPI mod	Scp-1 inhibitor	compound
i	5	-1.2	-3	-2	0.4	0	1.7	3	0	O=C(CCc1nnc(C2CCCCC2)o1)NCc1ccc(F)c(F)c1
i	5	-2.0	-5	-6	1.1	0	-0.1	0	-6	O=C(O)CN1CCN(Cc2ccccc2Cl)C1=O
i	-2	-1.5	0	3	2.0	2	-0.9	1	-1	CC(=O)c1cccc(N(CC(=O)N2CCCC2)S(C)(=O)=O)c1

# Additional compounds
Rpn11 inh	DNMT1 block	LMPTP inh	NadD inh	STEP inh	MsrA inh	CSN inh	TbMetRS inhib	SUMO1 PPI mod	Scp-1 inhibitor	compound
i	0	0.3	-5	-2	0.3	5	0.2	-1	-2	CCOc1ccc(S(=O)(=O)N2CCCC(C(=O)NCc3ccco3)C2)cc1 (configuration not stated)
i	1	-0.4	3	-1	-1.9	5	-0.5	-7	3	N#CCCN(Cc1cccnc1)C(=O)c1sc2cc(F)ccc2c1Cl
i	-4	-3.9	-4	2	0.4	2	-0.9	-4	3	COc1ccc(NC(=O)CN2CCN(S(=O)(=O)c3ccc(Cl)cc3)CC2)cc1
i	1	-1.5	-5	0	0.9	1	-0.4	-2	-10	O=C(c1ccc(Br)s1)N1CCN(S(=O)(=O)c2ccccc2)CC1
i	3	-1.4	-2	0	1.0	-5	0.5	-1	-8	COc1ccc(CN(C(C)=O)c2ccccc2C(=O)O)cc1
i	2	-1.7	-1	2	-0.8	2	-0.2	3	-2	O=C(O)C1CCN(S(=O)(=O)c2cccs2)CC1
i	-8	2.3	11	0	-1.1	2	-0.3	1	-3	CN(C(=O)c1ccc(NC(=O)Cc2cccc(NC(=O)C3CCCN(C(=O)CCc4ccccc4)C3)c2)cc1)C1CCCC1 (configuration not stated)
i	1	-1.5	-1	2	-1.2	2	-0.9	1	-14	CC(=O)Nc1ccc(OCC(=O)NC(C)C(C)C)cc1 (configuration not stated)
i	-6	1.1	2	3	1.9	6	-0.3	8	-3	COc1ccc(OC)c(-c2cc(C(=O)N3CCN(c4ncccn4)CC3)c3ccccc3n2)c1
i	5	-1.1	-3	-4	0.1	6	0.6	0	·	COc1cc(C)c(CN2CCN(C(=O)CCC(=O)c3ccc(C)s3)CC2)cc1OC
i	2	-0.7	5	2	-0.1	-4	0.0	5	-5	CCc1ccc(N2CCN(C(=O)c3ccc4c(c3)OCO4)CC2)cc1
i	1	-0.2	-6	-1	-0.8	3	-1.1	-2	54*	CCC(=O)Nc1ccccc1N1CCN(S(C)(=O)=O)CC1

Rpn11 inh	DNMT1 block	LMPTP inh	NadD inh	STEP inh	MsrA inh	CSN inh	TbMetRS inhib	SUMO1 PPI mod	Scp-1 inhibitor	compound
i	-2	-1.1	5	-4	-0.8	-4	0.1	-3	-4	CC(C)CC(c1nnnn1C(C)C)N1CCN(c2ccccc2)CC1 (configuration not stated)
i	-4	0.6	17	-1	3.1	0	-0.2	-2	-7	Cc1nc2ccccn2c1C(=O)N/N=C/c1cc(C)n(-c2ccc(Br)cc2)c1C
i	3	-1.4	-2	2	-1.7	-1	-0.2	7	1	COc1cccc(NC(=O)C2CCC2)c1
i	0	-3.1	3	0	0.1	-1	-0.5	-2	1	O=C(C1CCN(S(=O)(=O)N2CCOCC2)CC1)N1CCN(Cc2ccccc2)CC1
i	4	-2.2	-4	4	0.7	-5	-0.2	-12	-4	COc1ccc([N+](=O)[O-])c(OC)c1C(=O)NC(=O)Nc1nc(C)cc(C)n1
i	2	-1.4	-1	0	-0.7	1	0.5	-7	-5	COc1ccc(Cc2nc3ccc(C(=O)NC4CCOC4)cc3o2)cc1 (configuration not stated)
i	5	-2.7	-4	0	-0.1	0	-0.3	2	-3	CCO[C@@H]1OC(C(=O)NC2CC2)=C[C@H](c2ccccc2)[C@H]1CCCO
i	-13	-4.3	4	0	0.1	-7	-0.2	2	3	C=CCc1c(C)nc(SCc2nc3ccccc3c(=O)[nH]2)[nH]c1=O
i	1	1.5	3	2	-0.9	0	-0.1	5	·	CC(C)c1ccc(CC(=O)N2CCC2(C)C(=O)Nc2cccc(C#N)c2)cc1 (configuration not stated)
i	0	-1.3	-6	-1	-0.9	-2	-1.6	6	-4	COc1ccc(NC(=O)c2cccc(NC(=O)c3ccco3)c2)c(OC)c1
·	·	2.6	-3	·	0.8	1	-0.5	4	·	CCOC(=O)[C@]12CCCC=C1N(Cc1ccc(Cl)cc1Cl)C(=O)[C@H](CC(=O)NCCC(C)C)C2
i	-1	3.4	-6	-2	-0.2	6	-0.7	-5	-12	Cc1nc(N)ncc1-c1ccc2c(c1)OCO2

Rpn11 inh	DNMT1 block	LMPTP inh	NadD inh	STEP inh	MsrA inh	CSN inh	TbMetRS inhib	SUMO1 PPI mod	Scp-1 inhibitor	compound
i	5	-1.4	0	1	-0.2	3	-1.4	-2	·	N#Cc1ccc(C(=O)N2CCC3CC2c2cc(N4CCCCC4)ccc23)cc1 (configuration not stated)
i	0	-1.3	-3	-2	0.9	-2	-0.2	14	9	O=C(O)c1ccc(Cl)c(S(=O)(=O)N(Cc2ccccc2)c2ccccc2)c1
i	-37	3.3	44*	-4	2.4	8	-0.3	2	-3	COc1ccc2c(c1)C1C=CCC1C(c1cc3c(cc1Br)OCO3)N2 (configuration not stated)
i	-2	-0.2	-2	-1	-0.8	0	0.1	-1	-5	Cc1[nH]ccc(=O)c1OCc1c(Cl)cccc1Cl
i	-9	0.3	1	11	0.2	-7	-0.3	3	-3	Cc1ccsc1CNc1ncnc2ccc(-c3c(C)noc3C)cc12
i	-4	-1.3	-6	-2	0.6	0	-0.3	8	-4	Cc1ccnc(NC(=O)C2CCCN(S(=O)(=O)c3ccc4[nH]c(=O)ccc4c3)C2)c1 (configuration not stated)
i	5	-0.9	-6	-5	0.2	6	0.0	-5	-2	O=C(NCc1ccc2c(c1)OCO2)c1nc(S(=O)(=O)Cc2ccccc2)ncc1Cl
i	3	-2.0	-4	-1	-0.3	4	-0.7	-2	-12	O=C(COc1ccccc1)NCCc1cn2ccsc2n1
i	11	0.0	-2	-3	-0.4	1	-0.2	-2	-11	CS(=O)(=O)Nc1ccc(C2=NN(S(C)(=O)=O)C(c3ccccc3)C2)cc1 (configuration not stated)
·	·	-1.4	19	·	1.1	6	-1.2	-5	·	Cc1ccc(Cc2c(-c3cccc(Br)c3)nc3c(C)cc(Br)cn23)cc1
i	-2	0.9	4	2	-0.5	0	0.1	0	-9	COC(=O)c1cn(Cc2ccccn2)c(=O)c2ccccc12
i	-5	-4.8	2	-3	-1.3	-2	0.1	-2	-2	CN1CCN(C(=O)c2ccc(C3SCC(=O)N3Cc3ccco3)cc2)CC1 (configuration not stated)

Rpn11 inh	DNMT1 block	LMPTP inh	NadD inh	STEP inh	MsrA inh	CSN inh	TbMetRS inhib	SUMO1 PPI mod	Scp-1 inhibitor	compound
i	1	0.0	-1	2	0.0	-5	-0.6	1	-9	COc1cc(C(=S)N2CCN(C)CC2)ccc1OCC(=O)NCc1ccccc1
i	-2	2.1	4	0	1.4	3	0.0	-5	-8	CCN1C(=O)N/C(=C/c2ccc(Sc3ccc(C)cc3)o2)C1=O
·	·	4.0	·	·	0.3	-3	0.6	-7	·	CSCCC(c1nc2ccccc2[nH]1)n1c(=O)c(-c2cc3ccccc3[nH]2)nc2ccccc21 (configuration not stated)
i	9	0.1	0	1	2.7	1	-0.5	4	-5	Cn1c(=O)c2c(nc(N3CCCCCC3)n2CC(O)COc2ccccc2)n(C)c1=O (configuration not stated)
i	-5	0.0	1	-2	3.0	-1	1.0	1	-4	COCc1cc(C)nc(OCC(=O)N/N=C/c2cccc(OC)c2)c1C#N
i	0	-0.5	-5	-2	-1.8	0	-1.6	-1	·	C[C@@H]1CN([C@@H](C)CO)C(=O)c2cc(Br)cnc2O[C@H]1CN(C)C(=O)Nc1ccc(F)cc1
i	-2	-0.7	0	57*	0.0	-6	-0.5	-1	-4	CC(=O)Nc1ccccc1-c1nc2ccccc2nc1OCC(=O)c1ccc(Cl)cc1
i	-5	-0.1	-3	0	0.7	2	-0.1	-3	-9	COc1cccc(CNC(=O)c2cc(S(=O)(=O)N3CCCC3)cn2C)c1
